High-throughput results: PubChem, several laboratories
NPY2 pot ag: human NPY-Y2 potentiation or agonism, primary screen; P49146; cells expressing NPY-Y2, potentiator/agonist read-out; activation, % at 3.6 µM; 220,000 compounds, 0.45% hits; AID 1359; in the data active = activation above about 27%;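 note: cells stimulated with NPY near EC25 plus isoproterenol at EC100; 0% = vehicle plus submaximal agonist and 100% = vehicle plus saturating agonist; some results beyond the cut were filed as inactive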
Target sequence (P49146 whole entry, looked up): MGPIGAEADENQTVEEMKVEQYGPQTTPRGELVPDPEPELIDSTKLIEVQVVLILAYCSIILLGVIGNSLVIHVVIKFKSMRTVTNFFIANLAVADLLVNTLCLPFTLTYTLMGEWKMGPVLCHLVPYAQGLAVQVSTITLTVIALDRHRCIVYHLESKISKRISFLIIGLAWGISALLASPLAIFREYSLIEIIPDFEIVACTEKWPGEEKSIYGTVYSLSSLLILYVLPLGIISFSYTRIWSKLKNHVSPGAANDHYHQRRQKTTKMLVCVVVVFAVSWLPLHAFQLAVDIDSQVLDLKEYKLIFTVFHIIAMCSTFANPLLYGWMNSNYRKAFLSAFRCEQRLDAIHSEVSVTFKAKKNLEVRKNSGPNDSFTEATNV
eIF4E 4G PPI: blocks eIF4E binding to eIF4G | P63073+Q04637 | TR-FRET eIF4E-eIF4GI(517-606) binding, 2 h | inhibition, % at 21.7 µM | 220,000 compounds, 0.37% hits | AID 782;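 active = inhibition above about 30%, limit read from the data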;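 note: 0% = full FRET control wells and 100% = background wells lacking eIF4GI fragment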
p97 inhibitor: blocks human p97 ATPase activity | inhibition, % at 8 µM | AID 1481 | recombinant p97 ATPase, Kinase-Glo ATP luminescence, 3 h | 220,000 compounds, 0.42% hits; in the data active = inhibition above about 15%;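 note: 0% = DMSO vehicle and 100% = wells lacking enzyme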
NPY Y1 blocker: antagonists of human neuropeptide Y receptor Y1 | 200,000 compounds, 1% hits | P25929 | HEK293-CNG Y1 cells, membrane potential fluorescence; NPY at EC95, then isoproterenol | inhibition, % at 3.6 µM;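 active = inhibition above the campaign mean inhibition of all tested compounds plus 3 SD, cut at about 20% in these data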;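 note: 0% = DMSO wells given NPY plus isoproterenol and 100% = isoproterenol alone without NPY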
Target sequence (P25929 whole entry, looked up): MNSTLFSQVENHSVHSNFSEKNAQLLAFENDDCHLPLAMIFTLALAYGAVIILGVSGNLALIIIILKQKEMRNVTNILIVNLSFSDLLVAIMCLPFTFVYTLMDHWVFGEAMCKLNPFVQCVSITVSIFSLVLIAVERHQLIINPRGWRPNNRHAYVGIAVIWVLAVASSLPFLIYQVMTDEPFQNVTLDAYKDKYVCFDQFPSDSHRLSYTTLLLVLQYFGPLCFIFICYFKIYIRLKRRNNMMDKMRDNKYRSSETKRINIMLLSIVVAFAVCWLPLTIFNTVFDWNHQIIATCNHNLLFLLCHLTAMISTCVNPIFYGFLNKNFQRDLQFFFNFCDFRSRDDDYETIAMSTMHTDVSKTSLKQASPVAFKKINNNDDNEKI
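Benchmarks – high control isoproterenol alone, low control NPY with isoproterenol · Material – HEK293 Y1/CNG channel cell line · Times – dye 3 h, compound 60 min room temperature, stimulation 45 min · Probe or stimulus – NPY (25 nM), isoproterenol (1 µM), Ro 20-1724 (25 µM) · Evaluation – % inhibition of NPY effect · Signal – fluorescence, membrane potential probe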
EP2 mod: EP2 receptor (human) modulation; induction, % at 25 µM; 260,000 compounds, 0.83% hits; AID 940; EP2-expressing cells, cAMP HTRF FRET, PGE2 co-stimulation; P43116;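 active = compounds whose cAMP rise, as percent of the full-agonist control response, exceeds 60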;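 note: rat C6 glioma line stably carrying human EP2 under a CMV promoter; the protocol text gives 20 µM as final concentration; 100% = response of wells given 1 µM PGE2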
S1P4 ag: agonists of human S1P4 receptor. O95977. S1P4-expressing cell line, agonist reporter assay. activation, % at 4.98 µM. 220,000 compounds, 0.35% hits; in the data active = activation above about 11%;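 note: 0% = DMSO vehicle and 100% = reference agonist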
PGE2 EP2 inh: EP2 receptor (human) inhibition; P43116; C6 glioma cells expressing human EP2, cAMP TR-FRET; cells stimulated with saturating PGE2; inhibition, % at 25 µM; 260,000 compounds, 0.52% hits; AID 1422;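 active = percent inhibition above 40 after rounding to a whole number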;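 note: rat C6 glioma host cells with rolipram phosphodiesterase inhibitor present; the protocol text gives 20 µM as final concentration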
NPY1 pot ag: potentiators or agonists of human neuropeptide Y receptor Y1 | NPY-Y1 expressing cells, potentiator/agonist activation | activation, % at 3.6 µM | AID 1304 | 220,000 compounds, 0.37% hits | P25929; in the data active = activation above about 33%, passing the limit was not always enough;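 note: cells stimulated with NPY at EC10 then isoproterenol at EC100; 0% = low agonist plus stimulus and 100% = saturating agonist plus stimulus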
S1P4 antagonist: antagonists of human S1P4 receptor. AID 1510. inhibition, % at 4.98 µM. O95977. S1P4-expressing cells, antagonist mode, reporter read-out. 220,000 compounds, 0.26% hits; in the data active = inhibition above about 29%;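 note: 0% = wells stimulated with agonist and 100% = vehicle wells without agonist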
* marks the source's active call; other numbers are inactive results; [ ] = another dose, or the depositor's remark. These rows are one share of the data; the hit share may differ from the screen's.

O=C(CCNC(=O)c1ccco1)Nc1ccc(N2CCOCC2)cc1 was read as NPY2 pot ag -6, eIF4E 4G PPI -2, p97 inhibitor 5, NPY Y1 blocker -1, EP2 mod 9, S1P4 ag 0.5, PGE2 EP2 inh 3, NPY1 pot ag 5 and S1P4 antagonist -7.
For CCCCN(CCCNC(=O)C1CCN(S(=O)(=O)CC)CC1)c1ccccc1 the results were NPY2 pot ag -4, eIF4E 4G PPI -1, p97 inhibitor -5, NPY Y1 blocker 4, EP2 mod 9, S1P4 ag -2.7, NPY1 pot ag 4 and S1P4 antagonist -20.
For COc1ccc(NC(=O)CC(NCCc2ccccc2)C(=O)O)c(OC)c1 (stereo not given) the results were NPY2 pot ag 1, eIF4E 4G PPI 3, p97 inhibitor -1, NPY Y1 blocker 3, EP2 mod 13, S1P4 ag 1.8, PGE2 EP2 inh 5, NPY1 pot ag -20 and S1P4 antagonist -6.
Screening C=CCn1c(CCc2cc(C(C)(C)C)c(O)c(C(C)(C)C)c2)n[nH]c1=S returned NPY2 pot ag -23, eIF4E 4G PPI -5, p97 inhibitor 0, NPY Y1 blocker 18, EP2 mod 58, S1P4 ag 0.1, PGE2 EP2 inh 7, NPY1 pot ag -11 and S1P4 antagonist 0.
For COc1ccc(NS(=O)(=O)c2cccc3cccnc23)cc1 the results were NPY2 pot ag 2, eIF4E 4G PPI 1[fluorescence artefact?], p97 inhibitor -2, NPY Y1 blocker 1, EP2 mod -20, S1P4 ag 3.1, PGE2 EP2 inh 10, NPY1 pot ag -16 and S1P4 antagonist -18.
CC(C)c1cc(C(N)=O)c(NC(=O)C2CCC2)s1 was read as NPY2 pot ag 2, eIF4E 4G PPI 0[fluorescence artefact?], p97 inhibitor 7, NPY Y1 blocker -6, EP2 mod 4, S1P4 ag 1.2, PGE2 EP2 inh 3, NPY1 pot ag 4 and S1P4 antagonist -22.
Cc1cccc2nc(COc3ccc(-c4ccccc4)cc3)cn12 was read as NPY2 pot ag -3, eIF4E 4G PPI -1, p97 inhibitor -1, NPY Y1 blocker 9, EP2 mod -75, S1P4 ag 2.1, PGE2 EP2 inh 1, NPY1 pot ag -15 and S1P4 antagonist 6.
Screening CC(=O)c1sc(-c2ccccc2)cc1N returned NPY2 pot ag 11, eIF4E 4G PPI 2, p97 inhibitor 2, EP2 mod -36, S1P4 ag 1.5, PGE2 EP2 inh 18, NPY1 pot ag 18 and S1P4 antagonist -3.
`O=C(Cc1ccc(Br)cc1)Nc1ccccc1Cl` gave NPY2 pot ag -14, eIF4E 4G PPI 2, p97 inhibitor -4, NPY Y1 blocker 2, EP2 mod 10, S1P4 ag 2.0, PGE2 EP2 inh 9, NPY1 pot ag -4 and S1P4 antagonist -21.
CCOc1cc(NC(=O)c2ccco2)c(OCC)cc1NC(=O)Cc1ccc(OC)c(OC)c1 was read as NPY2 pot ag -5, eIF4E 4G PPI 6, p97 inhibitor -12, NPY Y1 blocker 8, EP2 mod 31, S1P4 ag -1.7, PGE2 EP2 inh 7, NPY1 pot ag -5 and S1P4 antagonist -6.

Four records drawn at random from the list so far:
O=C(CCNC(=O)c1ccco1)Nc1ccc(N2CCOCC2)cc1 was read as NPY2 pot ag -6, eIF4E 4G PPI -2, p97 inhibitor 5, NPY Y1 blocker -1, EP2 mod 9, S1P4 ag 0.5, PGE2 EP2 inh 3, NPY1 pot ag 5 and S1P4 antagonist -7.
Cc1cccc2nc(COc3ccc(-c4ccccc4)cc3)cn12 was read as NPY2 pot ag -3, eIF4E 4G PPI -1, p97 inhibitor -1, NPY Y1 blocker 9, EP2 mod -75, S1P4 ag 2.1, PGE2 EP2 inh 1, NPY1 pot ag -15 and S1P4 antagonist 6.
Screening C=CCn1c(CCc2cc(C(C)(C)C)c(O)c(C(C)(C)C)c2)n[nH]c1=S returned NPY2 pot ag -23, eIF4E 4G PPI -5, p97 inhibitor 0, NPY Y1 blocker 18, EP2 mod 58, S1P4 ag 0.1, PGE2 EP2 inh 7, NPY1 pot ag -11 and S1P4 antagonist 0.
For CCCCN(CCCNC(=O)C1CCN(S(=O)(=O)CC)CC1)c1ccccc1 the results were NPY2 pot ag -4, eIF4E 4G PPI -1, p97 inhibitor -5, NPY Y1 blocker 4, EP2 mod 9, S1P4 ag -2.7, NPY1 pot ag 4 and S1P4 antagonist -20.

Following part:
Screening COC(=O)c1ccc(NC(=O)c2cc(-c3ccccn3)nc3ccccc23)cc1 returned NPY2 pot ag -8, eIF4E 4G PPI -4, p97 inhibitor 0, NPY Y1 blocker 9, EP2 mod 16, S1P4 ag -0.3, PGE2 EP2 inh 8, NPY1 pot ag -16 and S1P4 antagonist -12.
For O=[N+]([O-])c1ccccc1/C=C\C=N\N1CCN(c2ccccc2)CC1 the results were NPY2 pot ag 5, eIF4E 4G PPI 2, p97 inhibitor 4, NPY Y1 blocker 10, EP2 mod 7, S1P4 ag 0.8, PGE2 EP2 inh 1, NPY1 pot ag 14 and S1P4 antagonist -9.
For COc1ccc2[nH]c(=O)c(CN(C(=O)c3cccnc3)c3cc(C)ccc3C)cc2c1 the results were NPY2 pot ag 6, eIF4E 4G PPI 3, p97 inhibitor 2, EP2 mod 10, S1P4 ag 1.5, PGE2 EP2 inh 13, NPY1 pot ag 25 and S1P4 antagonist -4.
Screening COC(=O)Cc1cc(=O)[nH]c(/N=C(\N)Nc2ccc(C(C)C)cc2)n1 returned NPY2 pot ag -10, eIF4E 4G PPI 2, p97 inhibitor -1, NPY Y1 blocker 2, EP2 mod -15, S1P4 ag 0.7, PGE2 EP2 inh 14, NPY1 pot ag -8 and S1P4 antagonist -4.
Screening CCCCn1c(SCC(=O)O)nc2ccccc21 returned NPY2 pot ag -9, eIF4E 4G PPI 5, p97 inhibitor 0, NPY Y1 blocker 2, EP2 mod 29, S1P4 ag 0.7, PGE2 EP2 inh 7, NPY1 pot ag -26 and S1P4 antagonist -3.
Screening CN(C(=O)N1CCN(c2ccccn2)CC1)c1ccccc1 returned NPY2 pot ag 7, eIF4E 4G PPI 3, p97 inhibitor 0, NPY Y1 blocker 7, EP2 mod 4, S1P4 ag -1.0, PGE2 EP2 inh 10, NPY1 pot ag 2 and S1P4 antagonist -4.
For Fc1ccc(COc2ccccc2CNCc2ccncc2)cc1 the results were NPY2 pot ag -17, eIF4E 4G PPI -1[fluorescence artefact?], p97 inhibitor 5, NPY Y1 blocker 10, EP2 mod -15, S1P4 ag 0.7, PGE2 EP2 inh 8, NPY1 pot ag -12 and S1P4 antagonist 3.
For Cc1noc(C)c1COc1ccc(C(=O)OCC(=O)NC23CC4CC(CC(C4)C2)C3)cc1 the results were NPY2 pot ag -12, eIF4E 4G PPI 2, p97 inhibitor -1, NPY Y1 blocker -3, EP2 mod -21, S1P4 ag -1.9, PGE2 EP2 inh 18, NPY1 pot ag 8 and S1P4 antagonist -16.
Screening Nc1nn(S(=O)(=O)c2cccc3nsnc23)cc1-c1ccc(Br)cc1 returned NPY2 pot ag 15, eIF4E 4G PPI -1, p97 inhibitor 2, NPY Y1 blocker -6, EP2 mod -32, S1P4 ag -1.5, PGE2 EP2 inh 16, NPY1 pot ag 16 and S1P4 antagonist -19.
`O=c1c2c(nc3cc(-c4ccc(F)cc4)[nH]n13)CCC2` gave NPY2 pot ag -2, eIF4E 4G PPI 14, p97 inhibitor -1, NPY Y1 blocker -3, EP2 mod -38, S1P4 ag -0.1, PGE2 EP2 inh 3, NPY1 pot ag 2 and S1P4 antagonist -17.
For CC1CN(c2ncnc3c2cnn3-c2ccc(Cl)cc2)CC(C)O1 (stereo not given) the results were NPY2 pot ag 11, eIF4E 4G PPI -2, p97 inhibitor -5, NPY Y1 blocker 4, EP2 mod -26, S1P4 ag -2.4, PGE2 EP2 inh 9, NPY1 pot ag -9 and S1P4 antagonist -21.
Screening O=[N+]([O-])c1cc(/C=N/N2CCCCC2)ccc1Cl returned NPY2 pot ag 4, eIF4E 4G PPI -2, p97 inhibitor -3, NPY Y1 blocker 2, EP2 mod -14, S1P4 ag 0.4, PGE2 EP2 inh 3, NPY1 pot ag 0 and S1P4 antagonist 3.
Screening CC(=O)NC(C)c1ccc(Cl)c(Cl)c1 (stereo not given) returned NPY2 pot ag 6, eIF4E 4G PPI -9, p97 inhibitor -5, NPY Y1 blocker -2, EP2 mod -7, S1P4 ag 0.4, PGE2 EP2 inh 18, NPY1 pot ag -5 and S1P4 antagonist -9.
`CC(Cc1cccnc1)NC(=O)c1ccccc1OC1CCN(S(C)(=O)=O)CC1` (stereo not given) gave NPY2 pot ag 1, eIF4E 4G PPI 1, p97 inhibitor 4, NPY Y1 blocker 0, EP2 mod 6, S1P4 ag 1.6, PGE2 EP2 inh 4, NPY1 pot ag -2 and S1P4 antagonist 0.
CCOC(=O)N/N=C\c1cccc(OC)c1 was read as NPY2 pot ag -11, eIF4E 4G PPI 1, p97 inhibitor 4, NPY Y1 blocker -4, EP2 mod -22, S1P4 ag 2.2, PGE2 EP2 inh 8, NPY1 pot ag 10 and S1P4 antagonist -12.
For COc1ccc(NC(=O)CSc2nnc(-c3cccnc3)o2)cc1 the results were NPY2 pot ag -14, eIF4E 4G PPI -5[fluorescence artefact?], p97 inhibitor 4, NPY Y1 blocker 9, EP2 mod 7, S1P4 ag 1.8, PGE2 EP2 inh 1, NPY1 pot ag 0 and S1P4 antagonist 4.
`O=C(CSc1n[nH]c(-c2ccccc2)n1)c1ccccc1` gave NPY2 pot ag 7, eIF4E 4G PPI -4, p97 inhibitor -1, NPY Y1 blocker 5, EP2 mod 4, S1P4 ag -1.3, PGE2 EP2 inh 12, NPY1 pot ag -28 and S1P4 antagonist -7.
CN(/N=C/c1ccncc1)C1=NS(=O)(=O)c2ccccc21 was read as NPY2 pot ag 4, eIF4E 4G PPI 0, p97 inhibitor 4, NPY Y1 blocker 4, EP2 mod 16, S1P4 ag 0.9, PGE2 EP2 inh 5, NPY1 pot ag 25 and S1P4 antagonist -4.
COc1ccc(Cl)cc1NC(=O)CCN1CCN(c2ccccc2C)CC1 was read as NPY2 pot ag -11, eIF4E 4G PPI 3[fluorescence artefact?], p97 inhibitor -4, NPY Y1 blocker 2, EP2 mod 5, S1P4 ag 1.9, PGE2 EP2 inh 8, NPY1 pot ag -4 and S1P4 antagonist -14.
`NNC(=O)c1ccc(OCC2CC(c3ccc(Cl)cc3)=NO2)cc1` (stereo not given) gave NPY2 pot ag -77, eIF4E 4G PPI -4, p97 inhibitor -1, EP2 mod -50, S1P4 ag -3.0, PGE2 EP2 inh 10, NPY1 pot ag -42 and S1P4 antagonist 16.
For COC(=O)c1ccccc1NC(=O)CC#N the results were NPY2 pot ag 0, eIF4E 4G PPI -3[fluorescence artefact?], p97 inhibitor 4, NPY Y1 blocker 6, EP2 mod -2, S1P4 ag -0.6, PGE2 EP2 inh 12, NPY1 pot ag 8 and S1P4 antagonist -13.
Screening COc1ccc(C(=O)NCC2CCCO2)cc1 (stereo not given) returned NPY2 pot ag 3, eIF4E 4G PPI -2, p97 inhibitor 7, NPY Y1 blocker 6, EP2 mod 15, S1P4 ag -0.2, PGE2 EP2 inh 6, NPY1 pot ag -15 and S1P4 antagonist 0.
For CN1CCN(c2ccc(S(=O)(=O)N3CCOCC3)cc2NC(=O)CCc2ccccc2)CC1 the results were NPY2 pot ag -16, eIF4E 4G PPI -11, p97 inhibitor 4, EP2 mod 10, S1P4 ag -1.4, PGE2 EP2 inh 4, NPY1 pot ag 5 and S1P4 antagonist -3.
